CSN inh = inhibitors of human CSN-mediated cullin deneddylation. Q92905. inhibition, % at 12.5 µM. Purified CSN, SCF-Nedd8-OG deneddylation, fluorescence polarization. hit rate 0.38% among 360,000;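 active = pattern-corrected inhibition above about 35%, with an unprinted fluorescence ratio check between 0.5 and 1.5, limit read from the data, passing the limit was not always enough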;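 also: 0% = enzyme with substrate and 100% = substrate without enzyme; some results filed as inactive read as strong as hits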
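assay system = purified human Csn5 enzyme expressed in HEK293T cells | amount = 0.24 nM enzyme | buffer or medium = Tris/NaCl/DTT buffer, pH 7.5 | reagent = 10 nM SCFSkp2-Nedd8OG | compound = one concentration, 12.5 µM, 0.25% DMSO | times = 90 min reaction at room temperature | signal = FP | read-out basis = % inhibition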
LMPTP inh = blocks human LMPTP phosphatase | P24666 | recombinant LMPTP-A, OMFP fluorogenic substrate, fluorescence intensity | inhibition, % at 20 µM | hit rate 0.22% among 360,000 | AID 651560;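 active = compounds that cut the enzyme signal by at least half of the control window in the single-dose screen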;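 also: plate controls were DMSO wells with enzyme plus substrate for no effect and substrate without enzyme for full effect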
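Test system – LMPTP-A enzyme · Amount – LMPTP-A at 0.625 nM final in the reaction · Buffer or medium – Bis-Tris pH 6.0, DTT, detergent · Reagent – OMFP 400 µM · Doses – single 20 µM dose · Schedule – reaction 50 min, room temperature, dark · Detection – fluorescence intensity of OMFP turnover product · Evaluation – percent inhibition versus substrate-only and uninhibited controls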
Neddylation inh = cullin neddylation inhibition | calls only at 25 µM | TR-FRET cullin neddylation, biochemical | P61081+Q13564 | AID 651699 | hit rate 0.58% among 360,000; in the data active = inhibition above about 36%
STEP block = blocks human striatal-enriched tyrosine phosphatase. inhibition, % at 20 µM. hit rate 0.25% among 360,000. recombinant STEP, OMFP fluorogenic substrate, fluorescence. P54829;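 active = inhibition at 20 µM, scaled per plate between control wells, above about 37%, limit read from the data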;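 also: 0% = DMSO with enzyme and substrate and 100% = substrate only without enzyme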
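Material: STEP (striatal-enriched tyrosine phosphatase) enzyme, cell-free; Compound dosing: 20 µM single dose in 1% DMSO; Technique: fluorescence read at 480 nm ex / 540 nm em; Times: reaction 20 min, ambient temperature; Medium: 50 mM Bis-Tris pH 6.0 with 2.5 mM DTT and 0.005% Tween 20; Also added: OMFP at 25 µM.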
NadD inh = NadD (S. aureus) enzyme inhibition; inhibition, % at 20 µM; purified NadD enzyme, colorimetric absorbance read-out; hit rate 0.78% among 360,000; in the data active = inhibition above about 26%; also: some compounds past the cut are filed as inactive
Rpn11 inh = blocks the human proteasome subunit Rpn11 | hit rate 0.59% among 360,000 | human 26S proteasome, Ub4-pepOG fluorescence polarization; 20S core pre-blocked with epoxomicin | O00487 | calls only at 20 µM;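 active = inhibition at 20 µM, scaled to each plate's controls, above about 33%, limit read from the data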
Rin1 Abl inh = inhibitors of human Rin1-Abl protein interaction; P00519+Q13671; TR-FRET Rin1/Abl binding, biochemical; inhibition, % at 7.35 µM; hit rate 0.4% among 360,000; in the data active = inhibition above about 5%, passing the limit was not always enough
DNMT1 inh = DNMT1 (human) enzyme inhibition; P26358; DNMT1 molecular beacon, Hinp1I cleavage, fluorescence; inhibition (reported as % activation of signal), % at 10 µM; hit rate 0.83% among 360,000; AID 588458; in the data active = inhibition above about 50%
Scp-1 inhibitor = inhibitors of human Scp-1 phosphatase | Recombinant Scp1, phosphopeptide, malachite green phosphate absorbance | inhibition, % at 20 µM | hit rate 0.88% among 340,000 | Q9GZU7;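 active = inhibition above about 50% at 20 µM, limit read from the data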;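 also: plate controls were DMSO wells with enzyme for no effect and wells lacking enzyme for full effect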
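Times: enzyme reaction 45 min at room temperature, colour 5 min, stabilisation 30 min. Material: SCP-1 catalytic fragment, aa 76-261. Medium: Acidic Tris acetate buffer with magnesium and detergent. Signal: colorimetric free-phosphate detection, absorbance 630 nm. Read-out basis: % inhibition of SCP-1 phosphate liberation. Reagent: Phosphorylated 17-residue peptide substrate.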
SUMO1 PPI mod = modulators of human SUMO1-mediated protein-protein interactions | SUMO1 binding to a labelled peptide, TR-FRET, 1 h | inhibition, % at 20 µM | hit rate 0.33% among 360,000 | AID 602429; in the data active = inhibition above about 37%
The depositor's hits bear a star; i = inactive; . = no result given.

1. Cc1sc2ncnc(N3CCC(C(=O)N(C)CC(=O)Nc4ccc(Cl)c(C(F)(F)F)c4)CC3)c2c1C
2. CNC(=O)NC(=O)C(C)N1CCN(C/C=C/c2ccccc2)CC1 (stereo not given)
3. CC(=O)CCc1ccccc1
4. O=C(N1CCN(c2cccc(Cl)c2)CC1)C1(c2cccs2)CCOCC1
5. O=C(NCc1ccccc1Cl)c1ccc2nnsc2c1
6. Cc1cc(S(=O)(=O)N2CCN=C2c2ccccc2)c(C)cc1Cl

Compound,1,2,3,4,5,6
CSN inh,2,-2,0,-3,2,-17
LMPTP inh,6.6,-0.9,-1.8,-1.8,-1.0,-1.0
Neddylation inh,i,i,i,i,i,i
STEP block,0,3,0,-2,-2,-3
NadD inh,18,5,5,-1,-4,-5
Rpn11 inh,i,i,i,i,i,i
Rin1 Abl inh,2,-1,-2,2,1,2
DNMT1 inh,-13,-1,-2,-3,-3,6
Scp-1 inhibitor,.,0,4,1,-20,3
SUMO1 PPI mod,-8,3,7,0,-4,4

Compounds 5 through 6, quoted:
5. O=C(NCc1ccccc1Cl)c1ccc2nnsc2c1
6. Cc1cc(S(=O)(=O)N2CCN=C2c2ccccc2)c(C)cc1Cl

Compound,5,6
CSN inh,2,-17
LMPTP inh,-1.0,-1.0
Neddylation inh,i,i
STEP block,-2,-3
NadD inh,-4,-5
Rpn11 inh,i,i
Rin1 Abl inh,1,2
DNMT1 inh,-3,6
Scp-1 inhibitor,-20,3
SUMO1 PPI mod,-4,4

Continuation:
7. CCOc1ccc(NC(=O)CSc2nncn2C)cc1
8. O=C1OC(Nc2nc(-c3ccc(F)cc3)cs2)c2ccccc21 (stereo not given)
9. C[C@H](NC(=O)c1nc[nH]c1C(=O)N[C@@H](Cc1ccccc1)C(=O)OCc1ccccc1)c1ccccc1
10. COc1ccc2oc(=O)c(C(C)=O)cc2c1
11. NNC(=O)CCc1nc2ccc(O)cc2[nH]1
12. Clc1ccc(-c2nnc(-c3cccc4ccccc34)o2)cc1

Compound,7,8,9,10,11,12
CSN inh,2,1,0,-6,-3,0
LMPTP inh,-3.2,1.2,3.0,0.5,0.1,-0.4
Neddylation inh,i,i,i,i,i,.
STEP block,-1,1,-1,2,-3,-3
NadD inh,0,5,7,-1,2,-4
Rpn11 inh,i,i,i,i,i,i
Rin1 Abl inh,-1,3,1,-5,-1,1
DNMT1 inh,0,3,-22,2,8,4
Scp-1 inhibitor,-6,-6,-8,-4,-3,-10
SUMO1 PPI mod,-3,10,5,6,3,1

13. CC1CCCCC1NCC(=O)Nc1ccccc1-c1ccccc1 (stereo not given)
14. O=C(OCC(=O)c1c[nH]c2ccccc12)c1ccco1
15. Cc1cccc(Oc2coc3cc(OC(=O)c4cncc(Br)c4)ccc3c2=O)c1
16. CC(NCc1nc2ccccc2n1C)C12CC3CC(CC(C3)C1)C2 (stereo not given)
17. COC(=O)c1ccc(C[n+]2ccccc2)cc1
18. CCOC(=O)C1CCCN(CCC(=O)Nc2ccccc2C)C1 (stereo not given)

Compound,13,14,15,16,17,18
CSN inh,3,2,-8,-6,3,5
LMPTP inh,-0.6,-0.7,-0.7,-1.0,-3.6,-1.3
Neddylation inh,i,i,i,i,i,i
STEP block,-1,-2,-2,0,0,-2
NadD inh,-7,-1,2,-10,-2,-10
Rpn11 inh,i,i,i,i,i,i
Rin1 Abl inh,-6,1,-3,-3,-3,1
DNMT1 inh,-4,0,2,7,0,0
Scp-1 inhibitor,-5,-3,-7,-12,0,-2
SUMO1 PPI mod,-1,-1,2,0,-1,-3

19. COc1ccc(N2CCN(C(=O)CSc3nc4nc(C)cc(C)n4n3)CC2)cc1
20. CN(C1CCCCC1)C(CNS(=O)(=O)c1ccc(Cl)cc1)c1ccccc1 (stereo not given)
21. Cc1cccc(-c2c3c(=O)n(C)c(=O)n(C)c3cn2-c2ccc(O)cc2)c1
22. COc1ccc(/C=c2\s/c(=C/C(=O)c3ccc(C)cc3)[nH]c2=O)cc1OC
23. c1ccc(Cn2c(CNc3nc4ccccc4n3CCN3CCCCC3)nc3ccccc32)cc1
24. CC(C)Oc1ccc(C(=O)O)c(C(=O)O)c1

Compound,19,20,21,22,23,24
CSN inh,0,0,-4,32,5,-2
LMPTP inh,-1.1,-0.4,-1.6,2.3,8.5,-1.7
Neddylation inh,i,i,.,i,i,i
STEP block,-1,1,4,-7,1,4
NadD inh,4,-8,-3,-12,4,-4
Rpn11 inh,i,i,i,.,i,i
Rin1 Abl inh,0,0,3,-6,-1,2
DNMT1 inh,-2,2,-3,14,-9,3
Scp-1 inhibitor,0,-8,0,-10,-3,-15
SUMO1 PPI mod,0,2,0,-14,2,-3

25. Cc1ccc(C)c(-n2c(CNC(=O)c3ccco3)nnc2SCC(=O)Nc2nnc(C)s2)c1
26. CC(=O)NC1C(OCc2ccccc2)OC(COC(C)=O)C(OC(C)=O)C1OC(C)=O (stereo not given)
27. CCCCN(C(=O)c1ccccc1F)c1c(N)n(CCC)c(=O)[nH]c1=O
28. Cc1ccccc1Sc1ncnc2onc(C)c12
29. CCOC(=O)Nc1ccc2c(COC(=O)CN(C)S(=O)(=O)c3ccc(C)cc3)cc(=O)oc2c1
30. COC(=O)CSc1n[nH]c(=S)s1

Compound,25,26,27,28,29,30
CSN inh,4,0,2,4,4,1
LMPTP inh,-1.3,-1.9,-1.3,-0.2,5.0,2.4
Neddylation inh,i,i,i,i,i,i
STEP block,-2,-1,-1,2,2,2
NadD inh,4,-1,4,1,18,9
Rpn11 inh,i,i,i,i,i,i
Rin1 Abl inh,-1,-2,3,4,-2,-1
DNMT1 inh,0,1,-1,-1,6,1
Scp-1 inhibitor,-1,2,-5,2,6,5
SUMO1 PPI mod,2,-1,0,9,-8,-4

31. Cc1ccc(NC(=O)C2CCCN(S(=O)(=O)c3cnc[nH]3)C2)c(Br)c1 (stereo not given)
32. CCN(CC)C(=O)CN1C(=O)c2cccc3cccc(c23)C1=O
33. CCC(C)NC(=O)Cn1c(-c2ccccc2)cc(C(C)=O)c1C (stereo not given)
34. CNC(=O)c1c(C)noc1C
35. C=CCn1c(C(CCC(C)C)CC(C)(C)O)n[nH]c1=S (stereo not given)
36. COc1ccc(NC(=O)CSCC(=O)Nc2ccccc2N2CCCCC2)cc1

Compound,31,32,33,34,35,36
CSN inh,-4,-3,-4,-5,4,4
LMPTP inh,-1.6,0.0,-0.6,-0.5,-1.2,1.3
Neddylation inh,i,i,i,i,i,i
STEP block,1,4,-1,0,2,-1
NadD inh,2,-3,0,0,-8,-4
Rpn11 inh,i,i,i,i,i,i
Rin1 Abl inh,2,-3,-1,-1,1,0
DNMT1 inh,-4,5,-2,4,-1,0
Scp-1 inhibitor,-9,-3,-2,-3,0,-3
SUMO1 PPI mod,1,-24,0,-2,26,3

37. O=C(/C=C/c1ccco1)NC(=S)Nc1cc(C(F)(F)F)ccc1N1CCOCC1
38. CC(C)=CCNc1ncnc2c1c(C#N)cn2C1OC(CO)C(O)C1O (stereo not given)
39. O=C(NC1CC2CCCC(C1)N2Cc1ccccc1)c1cccc(Cl)c1 (stereo not given)
40. Cc1ccc(C(=O)Nc2c(C)n(C)n(-c3ccccc3)c2=O)cc1
41. N#Cc1ccc(OCC(=O)OCC(=O)N2CCc3ccccc32)cc1
42. COc1ccc(N2CCN(C(c3ccc4ncccc4c3)c3nnnn3C(C)C)CC2)cc1 (stereo not given)

Compound,37,38,39,40,41,42
CSN inh,8,-4,3,3,-1,1
LMPTP inh,0.6,-1.0,-0.8,-1.4,0.4,4.0
Neddylation inh,i,i,i,i,i,i
STEP block,2,-4,1,-3,-1,2
NadD inh,19,-2,-11,-4,-5,-3
Rpn11 inh,i,i,i,i,i,i
Rin1 Abl inh,0,1,2,-6,-4,-2
DNMT1 inh,-3,9,2,1,0,6
Scp-1 inhibitor,-9,0,-10,1,.,-14
SUMO1 PPI mod,-2,-8,6,-5,-4,9

43. CCN(CC)C(=O)C1=C(C)Nc2nnnn2C1c1cccnc1 (stereo not given)
44. O=C(NCCC1=CCCCC1)c1ccc(=O)oc1
45. O=C(NCc1cccnc1)C1CCCCN1S(=O)(=O)c1ccc(F)cc1 (stereo not given)
46. O=C(CN(C(=O)Cn1nnc(-c2ccccc2F)n1)c1cccc2c1CCCC2)NCc1ccccc1
47. CC1CC(C)CN(CCCCOc2ccc([N+](=O)[O-])cc2)C1 (stereo not given)
48. COc1cc(-c2nnc(SCC(=O)O)n2-c2ccccc2)cc(OC)c1OC

Compound,43,44,45,46,47,48
CSN inh,-5,-2,-4,2,-14,3
LMPTP inh,-2.5,-0.2,-1.0,4.1,-2.4,-1.6
Neddylation inh,i,i,i,i,i,i
STEP block,-3,4,0,3,-3,-2
NadD inh,-2,1,3,-6,-4,-5
Rpn11 inh,i,i,i,i,i,i
Rin1 Abl inh,2,-4,-3,2,0,-2
DNMT1 inh,3,3,3,-9,2,2
Scp-1 inhibitor,-10,-1,-5,-12,-5,-7
SUMO1 PPI mod,2,-2,1,2,-10,5

Limited to NadD inh, LMPTP inh and Neddylation inh (3 entries from above):
No.	Compound	NadD inh	LMPTP inh	Neddylation inh
20	CN(C1CCCCC1)C(CNS(=O)(=O)c1ccc(Cl)cc1)c1ccccc1 (stereo not given)	-8	-0.4	i
28	Cc1ccccc1Sc1ncnc2onc(C)c12	1	-0.2	i
14	O=C(OCC(=O)c1c[nH]c2ccccc12)c1ccco1	-1	-0.7	i

The list goes on:
49. COc1cc(C(CC(=O)N2CCN(c3ccccc3)CC2)c2c(OC)cc(OC)c3ccc(=O)oc23)cc(OC)c1OC (stereo not given)
50. OCCCNc1cc(-c2ccnc(Nc3cccc(Cl)c3)n2)ccn1
51. NC(=O)CSc1nnc(COc2ccccc2)n1C1CCCCC1
52. Cc1ccc(NS(=O)(=O)c2coc(C(N)=O)c2)cc1F
53. CCCCCn1c(C(Cc2ccccc2)NC(C)=O)nc2ccccc21 (stereo not given)
54. CCC1NC(=O)c2ccccc2N1c1cccc(Cl)c1 (stereo not given)
55. CC1(C)N([O-])C2=C(CCCC2)[N+]1=O
56. C=CCn1c(C)cc(-c2csc(NC(=O)C3CCN(c4ncnc5sc(C)c(C)c45)CC3)n2)c1C
57. Cc1cccc(NC(=O)c2cc3c(=O)n4ccccc4nc3n(CC(C)C)c2=N)c1

Compound,49,50,51,52,53,54,55,56,57
CSN inh,-2,-1,-5,0,1,1,-8,8,4
LMPTP inh,-1.6,-2.7,-2.1,-0.4,0.3,1.4,-0.1,0.9,1.1
Neddylation inh,i,.,i,i,i,.,i,i,i
STEP block,-2,3,1,3,-2,-2,0,1,1
NadD inh,5,-5,-1,2,-7,-11,3,32*,9
Rpn11 inh,i,i,i,i,i,i,i,i,i
Rin1 Abl inh,-3,2,4,1,-3,0,-1,-2,1
DNMT1 inh,-7,-9,1,0,0,-1,2,65*,62*
Scp-1 inhibitor,2,-2,-6,7,-11,-4,5,6,9
SUMO1 PPI mod,-5,5,3,1,3,4,3,-1,-1
